# High-throughput results: PubChem, several laboratories
# BoNT-F LC inh = inhibitors of Botulinum neurotoxin F light chain protease; inhibition, % at 10 µM; Multiplex microsphere protease cleavage assay, flow cytometry; 360,000 tested, 0.22% active; AID 588497; in the data active = inhibition above about 35%, passing the limit was not always enough; inconclusive = no clear call, values can overlap the other calls; note: plate controls were buffer without enzyme for full effect and enzyme alone for no effect
# Mtb UGM inh = Mtb UDP-galactopyranose mutase inhibition. P9WIQ1. purified UGM, fluorescence polarization probe displacement. inhibition, % at 10 µM. 320,000 tested, 0.06% active; in the data active = inhibition above about 10%, passing the limit was not always enough; inconclusive = no clear call, values can overlap the other calls
# GDH-TPI counter = inhibits GDH-TPI coupling enzymes, artifact for Mtb FBA screen. 360,000 tested, 1.2% active. inhibition, % at 4.8 µM. AID 588335. GDH-TPI coupled enzyme counterscreen, NADH absorbance; in the data active = inhibition above about 30%;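 note: 0% = DMSO wells and 100% = wells lacking the enzyme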
# Mtb BioA inh = BioA (M. tuberculosis) enzyme inhibition | purified M. tuberculosis BioA enzyme, plate reader | inhibition, % at 9.99 µM | 360,000 tested, 0.096% active | AID 602481; in the data active = inhibition above about 40%; inconclusive = no clear call, values can overlap the other calls
# Mtb FBA inh = inhibitors of M. tuberculosis fructose-bisphosphate aldolase; 360,000 tested, 2.3% active; purified M. tuberculosis FBA, fluorescence read-out; inhibition, % at 1 µM; in the data active = inhibition above about 27%;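 note: 0% = vehicle and 100% = reference inhibitor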
# Target sequence (P9WQA3 whole entry, looked up): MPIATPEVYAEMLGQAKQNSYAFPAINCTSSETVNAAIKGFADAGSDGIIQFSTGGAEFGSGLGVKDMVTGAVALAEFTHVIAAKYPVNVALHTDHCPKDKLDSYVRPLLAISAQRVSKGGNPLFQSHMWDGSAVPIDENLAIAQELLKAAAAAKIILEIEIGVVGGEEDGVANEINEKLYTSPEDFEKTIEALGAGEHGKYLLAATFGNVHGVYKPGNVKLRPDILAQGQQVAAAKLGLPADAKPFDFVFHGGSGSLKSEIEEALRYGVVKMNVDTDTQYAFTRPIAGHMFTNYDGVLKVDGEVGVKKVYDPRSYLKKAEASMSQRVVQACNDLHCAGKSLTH
# FadD28 binding = inhibitors of Mycobacterium tuberculosis FadD28 bisubstrate binding; FadD28 bisubstrate probe binding, fluorescence polarization; inhibition, % at 12.5 µM; 360,000 tested, 0.22% active; AID 588549; in the data active = inhibition above about 8.5%, passing the limit was not always enough; inconclusive = no clear call, values can overlap the other calls
# MazEF act = increases E. coli MazEF RNase cleavage of RNA. P0AE70. AID 504720. activation, % at 20 µM. FAM/BHQ RNA-DNA oligo cleavage fluorescence, 5 h. 350,000 tested, 0.32% active; in the data active = activation above about 50%
# Target sequence (P0AE70 whole entry, looked up): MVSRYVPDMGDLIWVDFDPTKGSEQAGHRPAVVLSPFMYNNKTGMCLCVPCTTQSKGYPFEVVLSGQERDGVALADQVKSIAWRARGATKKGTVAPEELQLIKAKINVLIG
# PrPC TRFRET = cell surface PrPC inhibition, primary TR-FRET screen. P04156. TR-FRET read-out. inhibition, % at 13.8 µM. 370,000 tested, 0.43% active; in the data active = inhibition above about 24%; note: 0% = median of the test wells and 100% = reference compound wells
# Rv3671c protease = inhibits the M. tuberculosis serine protease Rv3671c; P9WHR9; inhibition, % at 5.96 µM; 320,000 tested, 0.048% active; AID 2606; in the data active = inhibition above about 38%;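 note: extracellular domain of Rv3671c used as enzyme; 0% = enzyme with DMSO and 100% = no enzyme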
# Target sequence (P9WHR9 whole entry, looked up, the tested form may be a part): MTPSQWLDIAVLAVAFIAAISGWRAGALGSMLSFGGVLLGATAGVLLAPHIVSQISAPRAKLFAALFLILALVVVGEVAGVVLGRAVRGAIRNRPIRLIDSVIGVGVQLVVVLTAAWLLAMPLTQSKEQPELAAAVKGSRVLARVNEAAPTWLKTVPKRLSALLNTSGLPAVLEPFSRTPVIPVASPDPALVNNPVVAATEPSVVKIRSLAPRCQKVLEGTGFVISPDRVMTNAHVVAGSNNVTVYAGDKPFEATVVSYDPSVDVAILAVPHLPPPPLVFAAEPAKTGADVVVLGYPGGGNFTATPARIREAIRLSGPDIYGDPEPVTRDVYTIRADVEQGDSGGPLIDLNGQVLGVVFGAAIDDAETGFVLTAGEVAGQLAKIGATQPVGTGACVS
# Active calls of the source: *; ? = inconclusive; . = not tested or not shown.
(1) Cn1c(=O)[nH]c(=O)c2[nH]c(CN3CCN(C(=O)c4ccco4)CC3)nc21
(2) Cc1ccc(C)c(NC(=O)CSc2ncnc3nc[nH]c23)c1
(3) N#Cc1nc(COc2ccccc2)oc1N1CCN(Cc2ccccc2)CC1
(4) O=C(O)C1C2CCC(O2)C1C(=O)Nc1cccc(Br)c1 (stereo not given)
(5) Cc1cc(C)cc(NC(=O)COC(=O)CNC(=O)C2CCCCC2)c1
(6) COc1cccc2sc(Nc3nnc(-c4cccs4)o3)nc12
compound no.	1	2	3	4	5	6
BoNT-F LC inh	-3	-4	-2	0	2	-5
Mtb UGM inh	3.1	3.1	6.1	0.8	-1.5	1.6
GDH-TPI counter	11	-2	-1	1	3	17
Mtb BioA inh	-0.1	-0.6	2.0	-0.7	.	2.6
Mtb FBA inh	-1	0	-8	0	0	15
FadD28 binding	-0.1	-2.9	-4.7	-1.1	-5.1	0.6
MazEF act	9	2	0	8	4	2
PrPC TRFRET	-3	5	2	3	-5	4
Rv3671c protease	0	-2	1	0	-4	2

(7) Cc1ccc(S(=O)(=O)Nc2ccccc2C(=O)N2CCN(C)CC2)cc1
(8) O=C(Nc1cccc(F)c1)C1CCN(C(=O)NCc2ccccc2)CC1
(9) Cc1cc(NC(=O)c2cc(C(C)(C)C)oc2C)no1
(10) Cc1cc(=O)oc2cc(OCC(=O)NCC3CCC(C(=O)O)CC3)ccc12 (stereo not given)
(11) Cc1cccc(N2CCN(C(=O)c3ccc(NS(=O)(=O)c4c(C)noc4C)cc3)CC2)c1C
(12) COc1ccc(C(=O)NNc2ccccc2)cc1
compound no.	7	8	9	10	11	12
BoNT-F LC inh	18	-13	?	2	-9	-5
Mtb UGM inh	-0.7	-0.5	-1.6	-0.5	-3.1	-0.7
GDH-TPI counter	-1	-1	8	-3	3	3
Mtb BioA inh	-0.7	6.1	.	0.2	3.0	1.4
Mtb FBA inh	0	1	-1	15	14	-3
FadD28 binding	-1.0	0.9	-1.2	-3.0	0.5	0.0
MazEF act	-8	5	4	-20	4	1
PrPC TRFRET	2	-3	8	-4	2	13
Rv3671c protease	3	5	-9	1	-4	-5

(13) CCc1ccc(/C=C2/C(=O)N(c3ccccc3)C(=S)N2CC(=O)OC)s1
(14) CCS(=O)(=O)c1ccc2oc(SCC(=O)Nc3ccc(OC)c(OC)c3)nc2c1
(15) CN(C)c1ccc(-c2noc(-c3ccccc3O)n2)cc1
(16) COC(=O)CC1C(=O)NCCN1C(=S)NC(=O)c1sc2ccccc2c1Cl (stereo not given)
(17) CC[C@@]12C(=O)N(c3ccc(C)cc3)C(=O)N1[C@H](c1ccc(Br)cc1)[C@@H]1C(=O)N(C(C)(C)C)C(=O)[C@@H]12
(18) CCOc1ccc(C(c2c(O)nc(SC)n(C)c2=O)c2c(O)nc(SC)n(C)c2=O)cc1
compound no.	13	14	15	16	17	18
BoNT-F LC inh	4	-4	-1	-2	2	4
Mtb UGM inh	-0.3	-3.5	-0.9	2.6	-0.2	2.8
GDH-TPI counter	12	-3	-3	-11	9	-15
Mtb BioA inh	-3.5	.	1.7	.	-1.3	-0.4
Mtb FBA inh	-14	2	3	-3	5	2
FadD28 binding	-3.4	-2.4	-4.2	-4.2	-2.1	-0.1
MazEF act	-8	7	1	-7	-13	-7
PrPC TRFRET	-3	-3	-5	14	-6	1
Rv3671c protease	-11	-8	-11	-3	3	-1

# Entries by screen from the list:
# Mtb UGM inh, entries 1–12, in order: 3.1, 3.1, 6.1, 0.8, -1.5, 1.6, -0.7, -0.5, -1.6, -0.5, -3.1, -0.7
# MazEF act, entries 1–12, in order: 9, 2, 0, 8, 4, 2, -8, 5, 4, -20, 4, 1
# Rv3671c protease, entries 1–12, in order: 0, -2, 1, 0, -4, 2, 3, 5, -9, 1, -4, -5

# Remaining list, next part
(19) NC(=O)C(c1cccc(Cl)c1)c1ncc(C(F)(F)F)cc1Cl (stereo not given)
(20) O=C1NC2(CCCCC2)C(=O)N1Cc1cc(=O)n2ccsc2n1
(21) CCOC(=O)C1CCN(C(c2cc3cc(C)cc(C)c3[nH]c2=O)c2nnnn2C2CCCCC2)CC1 (stereo not given)
(22) O=c1oc(-c2ccccc2)nc2sc3c(c12)CCCC3
(23) Cc1ccc(NC(=O)CSc2nnc([C@@H]3CCCN3C(=O)OC(C)(C)C)o2)c(C)c1
(24) COc1ccc(OC)c(NC(=O)CSc2nnnn2-c2ccc3c(c2)OCO3)c1
compound no.	19	20	21	22	23	24
BoNT-F LC inh	-6	-3	2	-12	-1	-8
Mtb UGM inh	-2.0	-0.6	1.0	-1.3	0.1	-1.8
GDH-TPI counter	10	0	-7	15	0	8
Mtb BioA inh	-2.9	.	1.0	-0.4	0.0	-0.2
Mtb FBA inh	-1	6	-3	2	-3	2
FadD28 binding	-3.2	-0.8	-3.0	-2.5	-2.9	-1.8
MazEF act	3	12	1	3	-1	13
PrPC TRFRET	-3	6	-4	4	-1	7
Rv3671c protease	-5	7	-5	-12	-2	2

(25) Cc1cc(C(=O)NC2CC(C)(C)Cc3c2cnn3-c2cccc(F)c2)n(C)n1 (stereo not given)
(26) CCOc1ccc(NC(=O)CN(C)C(=O)CSCc2cccc(C)c2)cc1OCC
(27) C=CCN1C(=O)CSc2ccc(C(=O)NCc3ccco3)cc21
(28) CC1Cc2nc(SCC(=O)N3CCOCC3)n(C)c(=O)c2S1 (stereo not given)
(29) Cc1ccc(OCCC(=O)Nc2c(C)n(C)n(-c3ccccc3)c2=O)cc1
(30) COc1ccc(S(=O)(=O)NCC2CCCN(Cc3ccccc3Cl)C2)cc1 (stereo not given)
compound no.	25	26	27	28	29	30
BoNT-F LC inh	5	4	-1	1	-4	8
Mtb UGM inh	1.4	3.7	2.2	-0.5	0.7	0.1
GDH-TPI counter	4	-6	-7	13	-1	-1
Mtb BioA inh	20	0.4	.	18	-0.5	0.7
Mtb FBA inh	1	3	-1	0	0	2
FadD28 binding	-1.7	-2.4	-1.9	1.0	0.7	-2.2
MazEF act	-3	3	2	4	2	-4
PrPC TRFRET	7	6	-5	2	5	-3
Rv3671c protease	-4	3	1	-2	-8	-1

(31) COc1cccc(C(=O)NCC(c2cccs2)N2CCOCC2)c1 (stereo not given)
(32) O=[N+]([O-])c1cc(-c2csc(NCCc3nc4cc(Cl)c(Cl)cc4n3CCCO)n2)ccc1Cl
(33) Cc1csc2ncc(C(=O)Nc3ccccc3F)c(=O)n12
(34) CC(=O)NC(=S)Nc1ccc(S(=O)(=O)N2CCOCC2)cc1
(35) O=C(Nc1ccc(N2CCOCC2)cc1)c1csc(COCCO)n1
(36) CC(=O)NCCc1nc2cc(NS(=O)(=O)c3ccc(Cl)cc3)ccc2n1C
compound no.	31	32	33	34	35	36
BoNT-F LC inh	4	-6	-11	-2	6	-9
Mtb UGM inh	-2.1	1.8	0.2	-0.8	.	4.1
GDH-TPI counter	1	5	31*	-1	-7	3
Mtb BioA inh	-3.4	1.0	-0.5	.	-0.2	4.6
Mtb FBA inh	2	-4	-2	1	-2	0
FadD28 binding	0.0	-1.9	-3.6	-0.1	-4.5	-3.6
MazEF act	3	2	1	16	.	4
PrPC TRFRET	-2	-13	5	12	-15	-1
Rv3671c protease	-5	3	-1	5	.	-8

# Profiles, looked up by structure. Values in the order: BoNT-F LC inh	Mtb UGM inh	GDH-TPI counter	Mtb BioA inh	Mtb FBA inh	FadD28 binding	MazEF act	PrPC TRFRET	Rv3671c protease
# O=[N+]([O-])c1cc(-c2csc(NCCc3nc4cc(Cl)c(Cl)cc4n3CCCO)n2)ccc1Cl in the list: -6	1.8	5	1.0	-4	-1.9	2	-13	3
# COc1cccc(C(=O)NCC(c2cccs2)N2CCOCC2)c1 (stereo not given) in the list: 4	-2.1	1	-3.4	2	0.0	3	-2	-5
# O=C(Nc1ccc(N2CCOCC2)cc1)c1csc(COCCO)n1 in the list: 6	.	-7	-0.2	-2	-4.5	.	-15	.
# Cc1csc2ncc(C(=O)Nc3ccccc3F)c(=O)n12 in the list: -11	0.2	31*	-0.5	-2	-3.6	1	5	-1
# CC(=O)NC(=S)Nc1ccc(S(=O)(=O)N2CCOCC2)cc1 in the list: -2	-0.8	-1	.	1	-0.1	16	12	5

# The listing continues:
(37) CCc1ccc(C(=O)NNC(=O)OC)cc1
(38) CC12C(=O)N(Cc3ccccc3)C(=O)C1C1C=CC2C1 (stereo not given)
(39) COc1cccc(NC(=O)C2CCCN2C(=O)OCc2ccccc2)c1 (stereo not given)
(40) CCCNC(=O)C1(C)CCCN(C/C=C/c2ccccc2)C1 (stereo not given)
(41) CC1CCN(C(=O)CCn2c(=O)oc3ccc(Cl)cc32)CC1
(42) Cc1nc2ncnn2c(N2CCN(S(=O)(=O)c3ccc(Br)cc3)CC2)c1C
compound no.	37	38	39	40	41	42
BoNT-F LC inh	-5	-7	-8	-3	0	5
Mtb UGM inh	7.3	0.4	0.7	.	.	-0.4
GDH-TPI counter	7	5	1	-5	5	14
Mtb BioA inh	.	1.4	-1.1	-2.2	-0.2	.
Mtb FBA inh	0	-5	0	0	4	-4
FadD28 binding	-3.6	-0.7	-2.1	-4.4	-1.6	-0.5
MazEF act	10	5	12	.	-14	40
PrPC TRFRET	-4	0	4	-2	2	2
Rv3671c protease	11	-5	-5	.	.	-2

# Exported with values under each structure: entries from further up.
# Order of results: BoNT-F LC inh | Mtb UGM inh | GDH-TPI counter | Mtb BioA inh | Mtb FBA inh | FadD28 binding | MazEF act | PrPC TRFRET | Rv3671c protease
(39) COc1cccc(NC(=O)C2CCCN2C(=O)OCc2ccccc2)c1 (stereo not given)
    -8 | 0.7 | 1 | -1.1 | 0 | -2.1 | 12 | 4 | -5
(37) CCc1ccc(C(=O)NNC(=O)OC)cc1
    -5 | 7.3 | 7 | . | 0 | -3.6 | 10 | -4 | 11

# Next records:
(43) C=CCOC(=O)N1CCC2CC1c1cc(-c3cccc(C)c3)ccc12 (stereo not given)
(44) Cc1cc2nc3c(nc2cc1C)C1(C(=O)O)CCC3(C)C1(C)C (stereo not given)
(45) O=C(CCNS(=O)(=O)c1ccc(Cl)cc1)N1CCC2(O)CCCCC2C1 (stereo not given)
(46) CCN(CC)CCC(=O)O[C@H]1CC[C@]2(C)C3CC[C@@]4(C)C(CC[C@]4(C)O)C3CC[C@H]2C1 (stereo not given in full)
(47) COc1cccc(-n2c(/C=C/c3ccc(O)c(O)c3)nc3ccccc3c2=O)c1
(48) O=C(CSc1ccccc1)N1CCCC(N2CCN(c3cccc(Cl)c3)CC2)C1 (stereo not given)
compound no.	43	44	45	46	47	48
BoNT-F LC inh	-3	3	-1	-8	-6	-9
Mtb UGM inh	.	1.5	-0.1	-2.4	-19	-0.3
GDH-TPI counter	-2	16	7	4	12	1
Mtb BioA inh	-0.3	0.5	-2.6	-1.8	.	-1.3
Mtb FBA inh	-2	1	4	-3	-4	0
FadD28 binding	-4.2	-2.1	1.1	-1.7	-2.5	1.2
MazEF act	-7	-3	6	9	4	.
PrPC TRFRET	5	-4	0	0	-9	4
Rv3671c protease	.	9	-11	0	-6	-4

(49) COC(=O)C1=NNC2C(=O)N(C3CCCCC3)C(=O)C12 (stereo not given)
(50) CCOc1ccc(Cl)cc1-c1cc(C(=O)NC(C)C)[nH]n1
(51) COc1cc(C2NC(=O)N(C)C3=C2C(=O)CCC3)cc(OC)c1OC (stereo not given)
(52) CCOP(=O)(Cc1ccccc1)OCC
(53) COc1ccc(OCC(O)CON2C(=O)c3ccccc3C2=O)cc1 (stereo not given)
(54) CCOC(=O)c1c(NC(=O)CSc2nnc(-c3ccc(OC)cc3)o2)sc2c1CCC2
(55) COC(CNC(=O)c1coc2nc3ccccc3nc12)OC
compound no.	49	50	51	52	53	54	55
BoNT-F LC inh	-7	-2	-18	-1	-3	-5	-3
Mtb UGM inh	3.9	.	1.6	0.3	0.3	1.1	-0.1
GDH-TPI counter	10	6	22	-6	-5	5	29
Mtb BioA inh	-0.3	-0.7	-1.3	-0.8	.	.	.
Mtb FBA inh	-3	1	1	1	3	-1	120*
FadD28 binding	-4.1	-1.9	1.1	0.6	-4.5	-1.7	-1.4
MazEF act	1	.	5	-2	-2	-8	-2
PrPC TRFRET	-3	-4	-7	0	2	5	-6
Rv3671c protease	-4	.	9	8	-3	-10	-9
